High-throughput results (PubChem BioAssay)
SRC1 TRFRET art: flags TR-FRET format artefacts in PPARgamma SRC-1 recruitment agonist screen | TR-FRET detection artefact counter-screen, emission ratio; active compounds read high | TR-FRET ratio at 8 µM | 0.34% of 99,000 active | AID 1051; in the data active = TR-FRET ratio above about 2300; note: inactives centre near 1800; reference of the scale not given here
SRC3 TRFRET art: flags TR-FRET format artefacts in PPARgamma SRC-3 recruitment agonist screen; TR-FRET artefact counter-screen, PPARgamma/SRC-3 format; active compounds read high; TR-FRET ratio at 8 µM; 0.39% of 99,000 active; AID 1048; in the data active = TR-FRET ratio above about 2000; note: inactives centre near 1600; reference of the scale not given here
An asterisk follows results filed as active.

Screening Cc1ccc(N2CC(C(=O)Nc3nccs3)CC2=O)cc1 (centres undefined) returned SRC1 TRFRET art 2064 and SRC3 TRFRET art 1627.
Screening O=S(=O)(c1ccc(NC(=S)NCc2ccco2)cc1)N1CCCC1 returned SRC1 TRFRET art 2191 and SRC3 TRFRET art 1499.
Screening Cc1cc(C)n(CC2CC(=O)N(c3ccc(Cl)c(Cl)c3)C2=O)n1 (centres undefined) returned SRC1 TRFRET art 2040 and SRC3 TRFRET art 1514.
`COc1ccc(OC)c(NC(=O)C2C(C(=O)O)C3(Cl)C(Cl)=C(Cl)C2(Cl)C3(Cl)Cl)c1` (centres undefined) gave SRC1 TRFRET art 1925 and SRC3 TRFRET art 1865.
`CC1N=C(N)C(c2nc3ccccc3n2C)=C1O` (centres undefined) gave SRC1 TRFRET art 1978 and SRC3 TRFRET art 1337.
For O=C(N/N=C/c1sc(N2CCOCC2)nc1-c1ccccc1)c1cccc(S(=O)(=O)N2CCCC2)c1 the results were SRC1 TRFRET art 1826 and SRC3 TRFRET art 1757.
Screening Cc1ccc(S(=O)(=O)NN=C2C3CC4CC(C3)CC2C4)cc1[N+](=O)[O-] returned SRC1 TRFRET art 1942 and SRC3 TRFRET art 1847.
Cc1cccc(C)c1NC(=O)COC(=O)c1cc(-c2cccnc2)nc2ccccc12 was read as SRC1 TRFRET art 1697 and SRC3 TRFRET art 1489.
`Cc1cc2nc(CSc3ccc(Cl)cc3)cc(=O)n2[nH]1` gave SRC1 TRFRET art 1950 and SRC3 TRFRET art 1786.
For CC(=O)N1CCc2c(sc(NC(=O)CN3C(=O)CCC3=O)c2C(N)=O)C1 the results were SRC1 TRFRET art 1756 and SRC3 TRFRET art 1529.
For CCc1ccc(-c2nc(CSCC(=O)NCc3ccco3)c(C)o2)cc1 the results were SRC1 TRFRET art 1590 and SRC3 TRFRET art 1692.
`COC(=O)c1ccc2nc(C)cc(Nc3ccc(N(C)C)cc3)c2c1` gave SRC1 TRFRET art 2120 and SRC3 TRFRET art 1716.

The last six records of the part before open the next one.
Screening Cc1ccc(S(=O)(=O)NN=C2C3CC4CC(C3)CC2C4)cc1[N+](=O)[O-] returned SRC1 TRFRET art 1942 and SRC3 TRFRET art 1847.
Cc1cccc(C)c1NC(=O)COC(=O)c1cc(-c2cccnc2)nc2ccccc12 was read as SRC1 TRFRET art 1697 and SRC3 TRFRET art 1489.
`Cc1cc2nc(CSc3ccc(Cl)cc3)cc(=O)n2[nH]1` gave SRC1 TRFRET art 1950 and SRC3 TRFRET art 1786.
For CC(=O)N1CCc2c(sc(NC(=O)CN3C(=O)CCC3=O)c2C(N)=O)C1 the results were SRC1 TRFRET art 1756 and SRC3 TRFRET art 1529.
For CCc1ccc(-c2nc(CSCC(=O)NCc3ccco3)c(C)o2)cc1 the results were SRC1 TRFRET art 1590 and SRC3 TRFRET art 1692.
`COC(=O)c1ccc2nc(C)cc(Nc3ccc(N(C)C)cc3)c2c1` gave SRC1 TRFRET art 2120 and SRC3 TRFRET art 1716.
`O=[N+]([O-])c1cc(C(F)(F)F)ccc1NN=C1CCCC1` gave SRC1 TRFRET art 1959 and SRC3 TRFRET art 1531.
Screening O=C(NCCCl)Nc1ccc(Cl)c([N+](=O)[O-])c1 returned SRC1 TRFRET art 1891 and SRC3 TRFRET art 1689.
`O=C(Cc1ccccc1)c1nc2ccccc2s1` gave SRC1 TRFRET art 1714 and SRC3 TRFRET art 1710.
`COc1ccc(OC)c(NC(=O)c2cc3c(=O)n4ccccc4nc3n2C)c1` gave SRC1 TRFRET art 1845 and SRC3 TRFRET art 1450.
Screening C#CCOCCOCCOCCNc1nc(N2CCN(C(=O)[C@H](Cc3ccc(O)cc3)n3cc([C@@H](N)CC(C)C)nn3)CC2)nc(N2CCN(C(=O)[C@H](Cc3cc4ccccc4[nH]3)n3cc([C@@H](N)CC(C)C)nn3)CC2)n1 returned SRC1 TRFRET art 1750 and SRC3 TRFRET art 1623.
`O=C(CCN=C1NS(=O)(=O)c2ccccc21)N1CCc2ccccc2C1` gave SRC1 TRFRET art 2050 and SRC3 TRFRET art 1436.
CCOC(=O)c1c(NC(=S)Nc2cccc(C)c2)sc2c1CC(C)(C)SC2 was read as SRC1 TRFRET art 2007 and SRC3 TRFRET art 1883.
`CCOC(=O)c1c(/N=C/c2ccccc2O)sc2c1CCC2` gave SRC1 TRFRET art 1647 and SRC3 TRFRET art 1493.
Screening N=C(N)N=Nc1c(O)[nH]c2ccc(Br)cc12 returned SRC1 TRFRET art 1869 and SRC3 TRFRET art 1633.
`O=C(NCC(=O)N(c1cccc(F)c1)C(C(=O)NC1CCCC1)c1cccnc1)c1cccs1` (centres undefined) gave SRC1 TRFRET art 1837 and SRC3 TRFRET art 1520.
`Nn1c(SCc2ccc(Br)cc2)nnc1-c1ccccn1` gave SRC1 TRFRET art 1842 and SRC3 TRFRET art 1513.
For CCCCCCC(C)NC(=S)Nc1cc(S(=O)(=O)N(C)C)ccc1C (centres undefined) the results were SRC1 TRFRET art 2060 and SRC3 TRFRET art 1597.
`CCCOc1ccc(NC(=O)C2CC(=O)N(C)C(=Nc3cccc(OC)c3)S2)cc1` (centres undefined) gave SRC1 TRFRET art 1605 and SRC3 TRFRET art 1589.
Screening Cc1ccccc1C(=O)N1CCC(C(=O)Nc2nccs2)CC1 returned SRC1 TRFRET art 1863 and SRC3 TRFRET art 1410.
Screening CC(=O)Oc1ccc(C(=O)[C@H]2[C@H]3C(=O)N(c4ccccc4)C(=O)[C@H]3[C@@H]3C=CC=NN32)cc1 returned SRC1 TRFRET art 1640 and SRC3 TRFRET art 1526.
For CN1C(=O)/C(=C/c2ccc(O)c([N+](=O)[O-])c2)N(C)C1=S the results were SRC1 TRFRET art 1801 and SRC3 TRFRET art 1519.
COc1ccccc1OCCNC(=O)Cc1ccc(Cl)c(Cl)c1 was read as SRC1 TRFRET art 1760 and SRC3 TRFRET art 1710.
For C#CCNC(=O)C1=C[C@H](c2ccc(Br)cc2)C[C@H](OCCCCO)O1 the results were SRC1 TRFRET art 1497 and SRC3 TRFRET art 1360.
Screening CC1CCCC(C)N1C(=O)c1cc(-c2cccs2)on1 (centres undefined) returned SRC1 TRFRET art 2039 and SRC3 TRFRET art 1593.
`O=C(NCc1nnc(SCC(=O)N2CCCc3ccccc32)o1)c1ccco1` gave SRC1 TRFRET art 1822 and SRC3 TRFRET art 1516.
CC1CCc2c(sc(NC(=O)C3CCCO3)c2C#N)C1 (centres undefined) was read as SRC1 TRFRET art 1634 and SRC3 TRFRET art 1372.
`CCCCCn1c(CNC(C)=O)nc2ccccc21` gave SRC1 TRFRET art 1761 and SRC3 TRFRET art 1429.
Clc1nc(CN2CCOCC2)nc2sc3c(c12)CCC3 was read as SRC1 TRFRET art 1754 and SRC3 TRFRET art 1618.
For C/C(N)=C(/C#N)C(=O)COC(=O)c1cc(-c2ccccc2)nc2ccc(Br)cc12 the results were SRC1 TRFRET art 1909 and SRC3 TRFRET art 1448.

Already shown: an excerpt of the list.
`CCCOc1ccc(NC(=O)C2CC(=O)N(C)C(=Nc3cccc(OC)c3)S2)cc1` (centres undefined) gave SRC1 TRFRET art 1605 and SRC3 TRFRET art 1589.
Screening Cc1ccccc1C(=O)N1CCC(C(=O)Nc2nccs2)CC1 returned SRC1 TRFRET art 1863 and SRC3 TRFRET art 1410.
Screening CC(=O)Oc1ccc(C(=O)[C@H]2[C@H]3C(=O)N(c4ccccc4)C(=O)[C@H]3[C@@H]3C=CC=NN32)cc1 returned SRC1 TRFRET art 1640 and SRC3 TRFRET art 1526.
For CN1C(=O)/C(=C/c2ccc(O)c([N+](=O)[O-])c2)N(C)C1=S the results were SRC1 TRFRET art 1801 and SRC3 TRFRET art 1519.
COc1ccccc1OCCNC(=O)Cc1ccc(Cl)c(Cl)c1 was read as SRC1 TRFRET art 1760 and SRC3 TRFRET art 1710.

Continued.
Screening Nn1c(SCCOc2ccccc2)nnc1-c1cccnc1 returned SRC1 TRFRET art 1758 and SRC3 TRFRET art 1666.
O=C(O)c1ccc(-c2ccccn2)s1 was read as SRC1 TRFRET art 1992 and SRC3 TRFRET art 1793.
`CC(C)CN1CCNC(=O)C1CC(=O)NCc1cnn(-c2cccc(F)c2)c1` (centres undefined) gave SRC1 TRFRET art 1667 and SRC3 TRFRET art 1538.
Screening N=C1/C(=C/c2cccn2Cc2ccc(F)cc2)C(=O)N=C2SC=CN12 returned SRC1 TRFRET art 1980 and SRC3 TRFRET art 1615.
Screening O=C1OC(c2ccccc2)c2ccccc21 (centres undefined) returned SRC1 TRFRET art 1875 and SRC3 TRFRET art 1797.
Cc1cc2nc(C)c(=O)n(C)c2cc1C was read as SRC1 TRFRET art 1800 and SRC3 TRFRET art 1504.
For O=C(CCCN1C(=O)c2cccc3cccc(c23)C1=O)NC1CCS(=O)(=O)C1 (centres undefined) the results were SRC1 TRFRET art 1811 and SRC3 TRFRET art 1575.
For O=C(COC(=O)C1CC1)Nc1ncc(C(F)(F)F)cc1Cl the results were SRC1 TRFRET art 1965 and SRC3 TRFRET art 1743.
O=S1(=O)NC(=NCCOCCO)c2ccccc21 was read as SRC1 TRFRET art 1769 and SRC3 TRFRET art 1459.
For O=C(/C=C/c1ccco1)NCc1ccccn1 the results were SRC1 TRFRET art 1782 and SRC3 TRFRET art 1315.
COc1ccc(CCNC(=O)COC(=O)c2cc(OC)c(OC)cc2OC)cc1OC was read as SRC1 TRFRET art 1497 and SRC3 TRFRET art 1495.
For CC(=O)Nc1ccc(-c2csc(NNC(=O)c3ccc(C)cc3)n2)cc1 the results were SRC1 TRFRET art 1979 and SRC3 TRFRET art 1523.
N/C(=N\OC(=O)c1ccc2ccccc2c1)c1ccc(Br)cc1 was read as SRC1 TRFRET art 1557 and SRC3 TRFRET art 1672.
Screening CCc1nc(SCc2ccc(Cl)cc2)n[nH]1 returned SRC1 TRFRET art 2018 and SRC3 TRFRET art 1751.
For Cc1ccc(C(=O)/C=C/N(C)C)o1 the results were SRC1 TRFRET art 1738 and SRC3 TRFRET art 1760.
Screening O=C(NCc1ccncc1)C(=O)NCC(c1ccco1)N1CCN(c2ccccc2F)CC1 (centres undefined) returned SRC1 TRFRET art 1759 and SRC3 TRFRET art 1631.
For CCN1C(=O)c2cccc3c(NC(=O)c4ccc5c(c4)OCCO5)ccc1c23 the results were SRC1 TRFRET art 2067 and SRC3 TRFRET art 1478.
COc1cc(/C=N/NC(=O)c2ccc(CSc3nncn3C)cc2)ccc1OCC(=O)N1CC(C)OC(C)C1 (centres undefined) was read as SRC1 TRFRET art 1762 and SRC3 TRFRET art 1603.
Cc1ccc(C(=O)NCCc2nnc3ccc(SCC(=O)Nc4ccc(C)cc4C)nn23)cc1 was read as SRC1 TRFRET art 1705 and SRC3 TRFRET art 1493.
`O=C(CCCSc1nc2ccccc2s1)NCc1ccc2c(c1)OCO2` gave SRC1 TRFRET art 1767 and SRC3 TRFRET art 1603.
For O=C(Nc1ccccc1C(F)(F)F)c1ccccn1 the results were SRC1 TRFRET art 1662 and SRC3 TRFRET art 1425.
Screening COc1ccc(CC(=O)Nc2ccc(C(=O)O)cc2NC(=O)Cc2ccc(OC)cc2)cc1 returned SRC1 TRFRET art 1728 and SRC3 TRFRET art 1304.
`COc1ccc(CCNC(=O)Cn2c(=O)n(CC3CCCO3)c(=O)c3cc(OC)c(OC)cc32)cc1OC` (centres undefined) gave SRC1 TRFRET art 1955 and SRC3 TRFRET art 1556.
`CCOC(=O)N1CCC(N2Cc3cccc(C(=O)NCc4ccc(OC)cc4)c3C2=O)CC1` gave SRC1 TRFRET art 2153 and SRC3 TRFRET art 1491.
For S=C(NNc1nc(Nc2ccccc2)nc(N2CCCCC2)n1)NC1CCCCC1 the results were SRC1 TRFRET art 1698 and SRC3 TRFRET art 1629.
Screening CCc1ccc(-c2cc(C(=O)N/N=C/c3ccco3)[nH]n2)cc1 returned SRC1 TRFRET art 1884 and SRC3 TRFRET art 1823.
For O=C1/C(=C/c2cccs2)CCC1C1CCCC1 (centres undefined) the results were SRC1 TRFRET art 1805 and SRC3 TRFRET art 1664.
`O=C(c1ccccc1)N1CCN(S(=O)(=O)c2cccc(NS(=O)(=O)c3ccccc3)c2)CC1` gave SRC1 TRFRET art 1968 and SRC3 TRFRET art 1706.
Cc1csc(=O)n1CC(=O)OCc1cccc2ccccc12 was read as SRC1 TRFRET art 1443 and SRC3 TRFRET art 1440.
For CC(C)c1cc(CNC(=O)CC2C(=O)NCCN2CC2CCCCC2)on1 (centres undefined) the results were SRC1 TRFRET art 1649 and SRC3 TRFRET art 1706.
Screening CC(C)c1ccc(NC(=O)COC(=O)COc2ccccc2)cc1 returned SRC1 TRFRET art 1537 and SRC3 TRFRET art 1607.
For Cn1nnc(NC(=O)c2ccc([N+](=O)[O-])cc2Cl)n1 the results were SRC1 TRFRET art 1773 and SRC3 TRFRET art 1669.
O=C(NCc1nc2ccccc2[nH]1)C1=C[C@H](c2ccc(C(F)(F)F)cc2)C[C@H](OCc2ccc(CO)cc2)O1 was read as SRC1 TRFRET art 1694 and SRC3 TRFRET art 1730.
Screening CCOc1cc(C(=O)OCC(=O)NC(C)c2ccccc2)ccc1OCC(=O)N1CCOCC1 (centres undefined) returned SRC1 TRFRET art 1575 and SRC3 TRFRET art 1394.
Cc1ccc(C)c(NC(=O)c2ccccc2C(=O)c2ccccc2)c1 was read as SRC1 TRFRET art 1862 and SRC3 TRFRET art 1377.
`Cc1cc(NS(=O)(=O)c2ccc(NC(=S)NC(=O)c3ccc(F)cc3Cl)cc2)no1` gave SRC1 TRFRET art 2125 and SRC3 TRFRET art 1826.
`COc1ccccc1NC(=O)Cn1c(CCC(=O)O)ccc1-c1ccccc1` gave SRC1 TRFRET art 1733 and SRC3 TRFRET art 1500.
`O=C(c1ccccc1)N(CCO)Cc1cc2cc3c(cc2[nH]c1=O)OCCO3` gave SRC1 TRFRET art 1758 and SRC3 TRFRET art 1519.
`CCOc1ccc(S(=O)(=O)N(C)c2ccc(OCC(=O)Nc3nc4ccccc4s3)cc2)cc1` gave SRC1 TRFRET art 1918 and SRC3 TRFRET art 1487.
Screening O=C(/C(=C/c1ccccc1Cl)c1ccccc1)N1CCOCC1 returned SRC1 TRFRET art 1873 and SRC3 TRFRET art 1682.

This is a subset. The share of hits here may be higher or lower than overall.
